proKLK7 act: proKLK7 (human) activation, primary screen; AID 652039; actives 0.9% (n = 370,000); P49862; purified proKLK7, EDANS-DABCYL substrate fluorescence; 100% is mature enzyme control, 0% vehicle; activation, % at 7 µM;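 active = activation above the mean of all tested compounds plus 3 SD, computed per campaign excluding outliers beyond control limits, cut at about 13% in these data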
MBD2 DNA inh: blocks human MBD2 binding to methylated DNA. Q9UBB5. TR-FRET, MBD2 binding to methylated oligonucleotide. inhibition, % at 4.4 µM. actives 0.31% (n = 370,000). AID 686964; in the data active = inhibition above about 13%
PLC-beta3 inh: inhibitors of human phospholipase C beta3. Q01970. inhibition, % at 12.2 µM. AID 720704. actives 0.18% (n = 370,000). Purified PLC-beta3, fluorogenic substrate, fluorescence; in the data active = inhibition above about 11%;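 note: 0% = median of compound wells on plate and 100% = full blocker control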
ADAM17 inh: ADAM17 inhibition, QFRET primary screen; inhibition, % at 6.95 µM; actives 0.83% (n = 370,000); recombinant ADAM17, EDANS/DABCYL FRET peptide cleavage;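 active = inhibition above the mean of compounds lying between control limits plus 3 SD, set per campaign, cut at about 8.5% in these data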;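 note: 0% = DMSO-only wells as the low control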
ARFGAP1 inhibitor: inhibits rat ARF GTPase activating protein 1; AID 651572; inhibition, % at 16.5 µM; Arfgap1-stimulated ARF1 GTP hydrolysis, GDP FP detection; Q62848; actives 0.26% (n = 360,000);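 active = inhibition above a per-plate limit, mean inhibition of low control wells plus 3 SD, cut at about 25% in these data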;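 note: 0% = DMSO wells with enzyme and 100% = wells lacking Arfgap1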
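System: truncated rat Arfgap1 GAP domain / Benchmarks: high control wells lacking Arfgap1, low control full reaction with DMSO / Times: compound-enzyme preincubation 20 min, reaction 120 min, detection 60 min, 25 °C / Repeats: one replicate per compound / Also added: human ARF1(Δ1-17)-GTP substrate / Measured by: Tracer-displacement fluorescence polarization with EDTA stop, 620/688 nm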
PLCg1 inh: PLC-gamma1 (human) inhibition, primary screen; P19174; purified PLC-gamma1, fluorogenic substrate, fluorescence; inhibition, % at 12.2 µM; actives 0.84% (n = 370,000); in the data active = inhibition above about 9.5%
Target sequence (P19174 whole entry, looked up): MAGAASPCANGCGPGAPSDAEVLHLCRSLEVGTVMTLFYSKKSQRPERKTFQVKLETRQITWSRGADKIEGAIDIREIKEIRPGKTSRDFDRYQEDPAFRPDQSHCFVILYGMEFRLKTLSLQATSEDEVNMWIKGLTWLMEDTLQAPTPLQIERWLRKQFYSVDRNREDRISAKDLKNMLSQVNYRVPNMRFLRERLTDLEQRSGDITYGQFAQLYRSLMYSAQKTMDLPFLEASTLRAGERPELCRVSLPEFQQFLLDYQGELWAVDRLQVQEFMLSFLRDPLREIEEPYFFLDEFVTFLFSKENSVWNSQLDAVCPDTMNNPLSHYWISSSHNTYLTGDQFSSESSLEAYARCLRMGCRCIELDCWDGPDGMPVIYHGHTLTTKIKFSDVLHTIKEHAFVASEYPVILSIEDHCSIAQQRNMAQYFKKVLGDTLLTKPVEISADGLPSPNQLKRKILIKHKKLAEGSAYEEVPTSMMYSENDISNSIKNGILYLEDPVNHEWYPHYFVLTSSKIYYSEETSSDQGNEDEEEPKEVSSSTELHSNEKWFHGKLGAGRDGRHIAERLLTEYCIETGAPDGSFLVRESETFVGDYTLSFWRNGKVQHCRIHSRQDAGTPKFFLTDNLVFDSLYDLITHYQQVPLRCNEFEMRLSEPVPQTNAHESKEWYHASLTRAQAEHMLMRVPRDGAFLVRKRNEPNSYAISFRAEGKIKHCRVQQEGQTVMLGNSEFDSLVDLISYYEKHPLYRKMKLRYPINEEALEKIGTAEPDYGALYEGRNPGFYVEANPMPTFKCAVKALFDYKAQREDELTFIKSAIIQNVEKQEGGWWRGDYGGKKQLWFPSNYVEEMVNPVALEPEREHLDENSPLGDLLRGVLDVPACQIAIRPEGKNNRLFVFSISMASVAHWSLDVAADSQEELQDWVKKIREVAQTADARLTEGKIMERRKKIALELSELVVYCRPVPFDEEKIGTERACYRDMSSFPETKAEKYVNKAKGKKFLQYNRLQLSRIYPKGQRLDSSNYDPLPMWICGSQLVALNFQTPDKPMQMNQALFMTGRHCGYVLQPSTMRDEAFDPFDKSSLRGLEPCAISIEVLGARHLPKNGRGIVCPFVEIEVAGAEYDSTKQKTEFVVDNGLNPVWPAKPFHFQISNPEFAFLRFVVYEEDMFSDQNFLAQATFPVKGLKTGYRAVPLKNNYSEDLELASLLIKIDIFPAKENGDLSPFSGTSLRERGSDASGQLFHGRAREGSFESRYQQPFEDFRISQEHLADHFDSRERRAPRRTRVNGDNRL
UHRF1 binding: human UHRF1 methylated DNA binding inhibitors; actives 0.75% (n = 370,000); Q96T88; UHRF1 binding to methylated oligo, TR-FRET; inhibition, % at 4.4 µM; in the data active = inhibition above about 21%;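 note: UHRF1 SRA domain binding a hemimethylated CpG hairpin DNA probe; 0% = median of test compound wells and 100% = reference inhibitor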
ASAP1 inh: blocks human ASAP1-stimulated Arf1 GTP hydrolysis | actives 0.19% (n = 360,000) | GDP FP detection | inhibition, % at 16.5 µM; in the data active = inhibition above about 25%;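 note: 0% = vehicle with enzyme and substrate and 100% = no enzyme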
Tn7 DDE FP: DD(E)-Tn7 binding inhibition, primary FP screen. actives 0.13% (n = 370,000). FP displacement of FITC-Tn7 peptide from fibrin DD(E); 0% = median of compound wells per plate. inhibition, % at 8.3 µM. AID 720508;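 active = inhibition above the mean of compounds falling within the control limits plus 3 SD of them, cut at about 14% in these data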;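 note: 0% = plate median of compound wells and 100% = 10 µM Aha-Tn7 peptide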
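Measure: % inhibition scaled between sample-field median and high-control FP; Test system: human fibrin DD(E); Quantity: 2 µM final DD(E) protein; Doses: one dose, 8.3 µM nominal; Schedule: compound with protein 10 min, then 3 h after probe, room temperature; Detection: fluorescence polarization; Medium: Tris buffer with calcium and detergent, pH 7.8.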
Tn6 DDE FP: inhibitors of Tn6 peptide binding to human fibrin DD(E); P02675; Fibrin DD(E) TRITC-Tn6 fluorescence polarization displacement; inhibition, % at 8.3 µM; actives 0.21% (n = 370,000); AID 720509;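 active = inhibition above a per-campaign cutoff: mean of compounds within control limits plus 3 SD, cut at about 15% in these data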;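 note: 0% = median of all compound wells on the plate and 100% = blocking peptide control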
* = called active by the depositor; nt = no result given; & = joins results of further samples.

The opening two compounds as a preview:
SMILES | proKLK7 act | MBD2 DNA inh | PLC-beta3 inh | ADAM17 inh | ARFGAP1 inhibitor | PLCg1 inh | UHRF1 binding | ASAP1 inh | Tn7 DDE FP | Tn6 DDE FP
O=C(NCCc1cn2ccccc2n1)c1cc(COc2ccc3ncccc3c2)on1 | 0.1 | 6.4 | -12.0 | -5.0 | 10.0 | -3.5 | 3.0 | -4.4 | 2.3 | -8.1
Cc1cc(C)c(CN2CCC(n3nccc3NC(=O)c3ccccc3Cl)CC2)cc1C | 0.7 | -0.1 | -8.6 | -0.6 | -3.8 | 0.8 | 5.5 | -9.2 | 0.8 | 4.1

All compounds of this part, from the start:
SMILES | proKLK7 act | MBD2 DNA inh | PLC-beta3 inh | ADAM17 inh | ARFGAP1 inhibitor | PLCg1 inh | UHRF1 binding | ASAP1 inh | Tn7 DDE FP | Tn6 DDE FP
O=C(NCCc1cn2ccccc2n1)c1cc(COc2ccc3ncccc3c2)on1 | 0.1 | 6.4 | -12.0 | -5.0 | 10.0 | -3.5 | 3.0 | -4.4 | 2.3 | -8.1
Cc1cc(C)c(CN2CCC(n3nccc3NC(=O)c3ccccc3Cl)CC2)cc1C | 0.7 | -0.1 | -8.6 | -0.6 | -3.8 | 0.8 | 5.5 | -9.2 | 0.8 | 4.1
Cc1csc2nc(=O)c3ccccc3n12 | 3.3 | -2.0 | -98.8 | -72.8 | 6.0 | -73.1 | 4.9 | -9.7 | -0.2 | 3.9
O=C(/C=C/c1ccccc1)N/C(=C/c1ccccc1)C(=O)N1CCOCC1 | 0.9 | 1.9 | 5.3 | -1.1 | 16.5 | 6.0 | -0.6 | 8.2 | -5.2 | -2.2
CCc1ccccc1NC(=O)C1CCCN(S(=O)(=O)c2c(C)noc2C)C1 (stereo unspecified) | 0.4 | -2.2 | 1.2 | -1.1 | 8.3 | 1.0 | -1.4 | 4.5 | 0.3 | -7.1
C=CCOc1ccc(/C=N/NC(=O)C(C)Sc2ccccn2)cc1OCC (stereo unspecified) | -0.1 | -1.4 | 2.5 | -1.2 | -5.0 | 0.5 | -3.5 | 11.3 | -2.4 | -1.0
CCn1cc(C(=O)OCC(=O)Nc2ccc(S(=O)(=O)N3CCCC3)cc2)c(=O)c2ccc(C)nc21 | 0.0 | 0.7 | 2.3 | -9.5 | -4.9 | 0.7 | -0.8 | -5.4 | 3.3 | -6.0
O=C(c1ccccc1Cl)N1CCc2ccccc2C1 | -0.5 | 3.7 | -4.4 | -3.5 | 3.3 | 4.6 | 4.5 | -1.6 | -2.6 | -7.7
CN(c1ccccc1)S(=O)(=O)c1cc(Cl)ccc1Cl | 0.2 | 0.1 | -16.4 | -2.6 | 4.1 | -0.5 | -2.0 | -3.7 | -7.7 | -2.3
O=C(N/N=C/c1cccnc1)c1cccc(N2CCCC2=O)c1 | -0.2 | 6.9 | -4.3 | -3.0 | -7.5 | 0.5 | 3.2 | -8.4 | -2.7 | 2.6
COc1cccc(/C=C2\SC(=S)N(CCC(=O)NCCc3ccc(O)cc3)C2=O)c1 | -0.3 | 0.7 | -5.5 | 2.9 | 3.1 | 0.3 | -2.3 | 8.1 | 1.7 | -4.0
O=C(C1CCC(C(=O)N2CCc3ccccc32)CC1)N1CCc2ccccc21 (stereo unspecified) | 0.2 | -5.3 | 3.0 | 0.3 | -8.7 | -0.2 | 0.0 | 1.7 | -2.8 | 5.8
Cc1ccnc(NS(=O)(=O)c2ccc(NS(C)(=O)=O)cc2)n1 | -1.1 | 4.1 | -6.1 | -7.6 | -1.3 | 0.4 | 0.8 | -22.4 | -4.3 | -6.6
CCOc1ccc(S(=O)(=O)Nc2cc(NS(=O)(=O)c3ccc(OCC)cc3)cc(C(=O)O)c2)cc1 | 0.4 | 4.0 | -15.8 | -3.9 | -14.3 | -3.7 | 0.6 | -1.4 | 1.4 | 5.7
OC(c1ccccc1)(c1ccccc1)C1CCN(CCCOc2ccc(OC(F)(F)F)cc2)CC1 | 0.1 | -5.0 | 6.8 | 3.0 | nt | 0.8 | 0.3 | nt | -6.1 | -1.6
CN(C(=O)c1cc([N+](=O)[O-])ccc1NCc1cccnc1)c1ccccc1 | 0.3 | -10.0 | -1.8 | -3.4 | -6.5 | -1.3 | -0.5 | 4.3 | 3.3 | 1.7
O=S(=O)(Nc1ccc2c(c1)OCO2)c1cccc(Br)c1 | -0.1 | -8.9 | -2.3 | 3.7 | -3.0 | 4.1 | -0.8 | -0.8 | 6.4 | 3.7
O=C(NCc1ccccc1)C1CCC(CNS(=O)(=O)c2cccs2)CC1 (stereo unspecified) | 0.6 | 2.4 | -4.0 | 1.5 | 4.9 | 3.7 | 0.6 | 13.2 | 9.2 | -1.3
CCOc1cc(C2NC(=O)NC(C)=C2C(=O)OCC2CCCCC2)ccc1O (stereo unspecified) | 0.1 | 5.8 | -28.3 | 0.4 | 11.8 | -13.6 | 2.5 | 0.1 | 1.9 | 5.3
O=C(Nc1ccon1)c1sc2ccccc2c1Cl | 0.4 | 2.6 | 1.5 | -3.4 | 1.9 | 0.3 | -0.9 | -12.3 | 15.2* | -2.0
CCC(C)(C)NC(=O)C(c1ccc(OC)cc1)N(C(=O)CCC(=O)Nc1cc(C)on1)c1ccc2c(c1)OCO2 (stereo unspecified) | 0.0 | -4.5 | -6.7 | -4.3 | -4.2 | -0.4 | -0.5 | -6.1 | 1.7 | 5.0
CSc1ncccc1C(=O)OCC(=O)NC1CC1 | 0.4 | -0.8 | -6.4 | -0.5 | 5.2 | 2.6 | 0.7 | -10.9 | 2.2 | 1.4
COCCn1c(=O)[nH]c2cc(C(=O)N3CCN(Cc4ccc5c(c4)OCO5)CC3)ccc2c1=O | -0.5 | 4.8 | -12.7 | -7.3 | 5.8 | -2.5 | 4.1 | 12.1 | 5.5 | 2.1
CCc1ccc(OCC(=O)NC(=S)Nc2ccc(C)cc2C)c(Br)c1 | -0.1 | -4.6 | 0.8 | 0.1 | -2.2 | 3.0 | -3.1 | -1.3 | -4.0 | 4.8
CCOc1cc2[nH]c(=S)n(Cc3ccc(C)o3)c(=O)c2cc1OCC | -0.4 | -6.5 | -0.6 | 0.5 | 4.5 | -3.4 | -4.4 | -10.7 | 5.8 | 10.2
Cc1ccc(NC(=O)c2ccc(-n3cncn3)c([N+](=O)[O-])c2)cc1 | 0.4 | -0.1 | 3.4 | 2.0 | 3.2 | 4.2 | 0.3 | 6.2 | 2.9 | -4.0
CC(C)c1ccc(OCc2ccc(C(=O)N3CCCC3)o2)cc1 | 0.3 | -6.1 | -9.6 | 0.5 | -9.3 | -1.1 | -1.2 | 11.2 | -3.1 | 8.2
CCN(CC)S(=O)(=O)c1ccc(OC)c(NC(=O)c2cc([N+](=O)[O-])ccc2Cl)c1 | -0.3 | 2.0 | 4.7 | 3.1 | 6.3 | 2.2 | 3.0 | 6.1 | -4.4 | -1.1
Cc1nc2ccccc2c(=O)n1NC(=O)C1CCC(C(C)(C)C)CC1 (stereo unspecified) | 0.4 | 2.4 | 1.6 | 0.7 | 10.5 | 0.6 | 5.5 | 1.8 | -4.9 | 3.8
CC(C(=O)N1CCOCC1)N1C(=O)c2ccccc2C1=O (stereo unspecified) | 0.1 | -4.6 | 0.7 | -0.7 | -1.0 | 3.2 | -1.8 | 10.5 | -5.1 | 6.6
CSc1c(CC(=O)Nc2ccccc2)n(C)c2ccccc12 | -1.1 | 4.9 | -10.2 | -1.2 | 2.3 | 1.1 | 3.6 | 4.4 | 4.2 | 0.7
Cc1ccc(S(=O)(=O)N2C[C@H]3n4c(=O)ccc(=O)n4C[C@H](OC(=O)Nc4c(C)noc4C)[C@@]3(O)C2)cc1 | 0.3 | -10.9 | -0.6 | 0.7 | 12.3 | 2.3 | -2.3 | -2.1 | 3.3 | -2.4
Cc1nc(N2CCOCC2)c2cc(-c3ccccc3)sc2n1 | 1.2 | -6.7 | -9.2 | -36.7 | -6.1 | -8.2 | -2.4 | -2.2 | 8.0 | -4.1
CCOc1ccc(C(=O)COC(=O)Cc2n[nH]c(=O)c3ccccc23)cc1 | 1.7 | 6.8 | -0.8 | -5.0 | 0.3 | -3.5 | -1.5 | -4.9 | 1.7 | -2.1
COc1cc(C(=O)N/C(=C/c2ccc(F)cc2)C(=O)NC(C(=O)O)c2ccccc2)cc(OC)c1OC (stereo unspecified) | 0.0 | 0.5 | -4.3 | 0.3 | -18.6 | 1.1 | 18.0 | 10.7 | -5.8 | 6.3
N#C/C(=C\c1ccc([N+](=O)[O-])o1)c1nc2ccccc2[nH]1 | 0.3 | -2.2 | -28.5 | -2.5 | -4.4 | -19.6 | -4.8 | 29.2* | 2.9 | 4.3
C=CCNC(=O)c1cc(C(=O)C(C)c2ncc(C(F)(F)F)cc2Cl)c[nH]1 (stereo unspecified) | -0.1 | 2.0 | -0.1 | -0.1 | 11.3 | 3.5 | -1.1 | -5.6 | -7.7 | 4.2
CN1CCC[C@H]1c1cccnc1 | 0.9&0.7 | -2.1&-3.6 | 1.1&-0.3 | -0.2&-2.5 | -1.7&-0.8 | 0.7&-1.6 | -1.7&1.9 | -10.5&4.9 | -1.0&-1.2 | 0.6&12.8
Cc1csc(=O)n1CC(=O)Nc1ccc(Cl)cc1F | 0.0 | 1.8 | -4.0 | -3.7 | 4.0 | -0.3 | 0.2 | 0.3 | 0.0 | 3.0
CCOc1ccc(C2CC(=O)NC3=C2C(=O)CCC3)cc1 (stereo unspecified) | 0.2 | -7.7 | 2.4 | 0.7 | 2.6 | -0.1 | 0.4 | 1.8 | 4.2 | -8.9
NC(=O)Nc1ccc(C(=O)OCC(=O)N2CCc3ccccc3C2)cc1 | -0.6 | -1.9 | -7.7 | -1.1 | -6.3 | 1.9 | 2.5 | -4.8 | 5.2 | -5.6
O=C(O)c1cncc(C#CCC2CCCCC2)c1 | -0.3 | -1.9 | 0.0 | -2.7 | -3.2 | 2.1 | 2.5 | -3.8 | -1.2 | -0.2
FC(F)C(F)(F)Oc1cccc(Nc2nccn3c(-c4ccc5ccccc5c4)cnc23)c1 | -12.3 | 1.6 | -25.9 | -9.8 | -10.9 | -43.0 | 1.3 | 11.9 | -1.5 | -6.0
CCc1nnc(NC(=O)CSc2nnc(-c3ccccc3O)n2-c2ccc(C)cc2C)s1 | -0.1 | -0.3 | -3.2 | -3.5 | -5.3 | 2.1 | 3.9 | -4.5 | -3.8 | 7.0
Cc1onc(-c2ccccc2Cl)c1C(=O)N1CCc2ccccc21 | -0.7 | -2.3 | -0.3 | 0.6 | 3.5 | 1.7 | 4.8 | 0.5 | -6.5 | 0.9
O=C(Nc1ccc(N2CCOCC2)cc1N1CCOCC1)c1ccco1 | -0.1 | 1.1 | 4.1 | -1.3 | 1.1 | 4.4 | -1.9 | -14.3 | -2.2 | -0.2
COc1ccc(-n2c(=S)[nH]c3cc(C(=O)O)ccc3c2=O)cc1 | -0.6 | 1.3 | -2.9 | -11.5 | -5.6 | -2.9 | 2.4 | 1.2 | -7.2 | 5.1
CCOC(=O)CSc1n[nH]c(NC(C)=O)n1 | 0.3 | 3.4 | 0.6 | -1.7 | -2.6 | -0.9 | -3.3 | -1.4 | 5.6 | 2.2

Screening data deposited in PubChem BioAssay by The Scripps Research Institute Molecular Screening Center.
